Compound activity (PubChem)
TEAD-YAP inh: TEAD-YAP interaction inhibition; HEK-TIYL cells, TEAD-Gal4/YAP UAS-luciferase luminescence; inhibition, % at 9.12 µM; 640,000 tested, 1.4% active; in the data active = inhibition above about 32%;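 note: 0% = median of test compound wells and 100% = reference inhibitor wells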
FBW7 activator: activators of human E3 ligase FBW7 | AID 1259310 | 650,000 tested, 0.13% active | Q969H0 | normalized activity (activation), % at 26.1 µM | AlphaScreen FBW7–phospho-cyclin E peptide binding, activator screen; in the data active = normalized activity above about 1.9%;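 note: purified mutant Fbw7 with reduced substrate affinity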
MITF primary: human MITF inhibition, primary screen; O75030; AlphaScreen MITF homodimerization, bead proximity signal; inhibition, % at 2.6 µM; 650,000 tested, 0.91% active; AID 1259374; in the data active = inhibition above about 50%;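 note: 0% = vehicle wells with protein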
Target sequence (O75030 whole entry, looked up): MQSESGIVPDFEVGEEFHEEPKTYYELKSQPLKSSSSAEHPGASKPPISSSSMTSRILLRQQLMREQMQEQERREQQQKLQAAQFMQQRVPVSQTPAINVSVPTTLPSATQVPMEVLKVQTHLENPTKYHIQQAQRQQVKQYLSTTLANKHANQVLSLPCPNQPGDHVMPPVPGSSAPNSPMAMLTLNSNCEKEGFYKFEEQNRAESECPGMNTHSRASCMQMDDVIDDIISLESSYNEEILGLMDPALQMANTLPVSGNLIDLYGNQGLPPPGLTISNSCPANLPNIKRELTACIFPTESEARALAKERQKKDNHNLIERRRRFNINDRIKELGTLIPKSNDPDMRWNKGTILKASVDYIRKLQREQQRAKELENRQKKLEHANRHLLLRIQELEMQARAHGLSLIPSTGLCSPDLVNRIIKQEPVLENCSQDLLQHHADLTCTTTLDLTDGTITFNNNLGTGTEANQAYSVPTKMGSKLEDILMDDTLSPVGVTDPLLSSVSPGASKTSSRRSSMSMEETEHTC
GPR151 ag: human GPR151 activation; activation, % at 11.2 µM; 650,000 tested, 1% active; AID 1508602; Q8TDV0; PathHunter beta-arrestin GPR151 cells, luminescence; in the data active = activation above about 4.9%;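 note: 0% = median of compound wells and 100% = cells with positive control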
Target sequence (Q8TDV0 whole entry, looked up): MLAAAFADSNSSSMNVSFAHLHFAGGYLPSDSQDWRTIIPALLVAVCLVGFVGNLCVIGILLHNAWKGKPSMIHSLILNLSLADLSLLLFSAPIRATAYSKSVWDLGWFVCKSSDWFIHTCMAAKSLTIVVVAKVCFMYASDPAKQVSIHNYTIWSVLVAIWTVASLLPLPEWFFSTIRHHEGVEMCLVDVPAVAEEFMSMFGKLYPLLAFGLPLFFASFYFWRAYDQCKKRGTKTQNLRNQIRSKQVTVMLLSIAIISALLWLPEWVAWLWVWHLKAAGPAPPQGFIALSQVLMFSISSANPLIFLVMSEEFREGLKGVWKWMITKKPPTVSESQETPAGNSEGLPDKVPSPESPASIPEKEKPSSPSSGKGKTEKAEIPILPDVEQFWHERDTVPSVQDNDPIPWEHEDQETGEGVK
Active calls of the source: *; . = not tested or not shown.

Results follow in this order: FBW7 activator	GPR151 ag	MITF primary	TEAD-YAP inh
O=C(CN1CCc2nc(N3CCCC3)[nH]c(=O)c2C1)Nc1cccc2ccccc12
→ 0.1	3.0	1	4
CCCn1c(-c2ccc(S(=O)(=O)N(C)C)cc2)csc1=Nc1ccccc1
→ -0.5	-0.2	29	35*
CN1C(C(=O)c2ccccc2)=C(NCCO)c2ccccc2S1(=O)=O
→ 0.4	0.1	25	-6
C=CCN1C(=C)C2(CCCCC2)OC1=O
→ 0.0	1.1	3	-3
NCCNCCOc1cccc(Br)c1
→ -0.1	0.6	49	11
NCCCC[C@@H]1NC(=O)[C@H]2CN(Cc3ccc(Cl)s3)CCN2C1=O
→ -0.2	-2.0	-2	7
Cc1cc(C)c2[nH]c(C(=O)N3CCCC(N4CCC(CO)CC4)C3)c(C)c2c1 (stereo not given)
→ 0.2	0.9	4	5
Cc1cccc(NC(=O)C2CC3CCCC(C2)C3=O)c1 (stereo not given)
→ -0.1	1.6	-3	-12
O=S(=O)(Nc1ccc(O)c2ccccc12)c1cccc2ccccc12
→ -0.7	0.5	-5	10
CCOC(=O)c1c(C)n(-c2ccccc2)c2cc(Br)c(OC(C)=O)cc12
→ 0.4	-1.0	8	1
Cn1c(C(=O)NCc2ccco2)cc2oc3ccccc3c21
→ 0.0	0.7	0	-24
CC(Cc1cccnc1)NC(=O)Cn1nnnc1CN1CCCCCC1 (stereo not given)
→ 0.1	1.8	5	3
COc1ccc(C2CCN(CC(=O)NC3CCCC3)CC2)cc1
→ 0.0	0.0	6	8
CC(=O)Nc1cc(C(=O)NC2CCCCCC2)ccc1Nc1cccc(Cl)c1
→ 0.1	-0.9	16	3
CNC(=O)c1ccccc1Nc1cc(Nc2ccc(C(=O)NC[C@H](O)C(=O)N(C)C)cc2OC)ncc1C(F)(F)F
→ 0.1	-1.4	29	17
Cc1ccccc1CNC(=O)CN(c1cccc(C)c1C)S(=O)(=O)c1ccccc1
→ 0.1	-0.6	-18	7
CCOc1ccc(/C=N/NC(=O)c2ccoc2C)cc1OC
→ 0.1	-8.0	12	-39
Cc1cccc(NC(=O)C(=O)NCCO)c1
→ 0.1	-1.6	-5	-14
Cc1ccc(-n2c(SCC(=O)N3CCCC3)nc3c(sc4cccc(F)c43)c2=O)cc1
→ 0.3	-2.6	19	-1
COc1cc(CO)cc(Br)c1OCC(=O)O
→ -0.1	-1.2	12	3
CCOC(=O)CNC(=O)/C(=C\c1ccco1)NC(=O)c1ccccc1Br
→ 0.8	-1.3	9	3
COc1ccc(CNC(=O)c2ccccc2C(=O)NC(CC(C)C)C(=O)NCc2ccc(OC)cc2)cc1 (stereo not given)
→ 0.6	-0.1	5	-1
CCN(CC)c1ccc(C(=O)NCCO)cc1
→ 0.3	0.5	14	-9
CCOCCCN1Cc2cc3cc(OC)ccc3nc2OCC1=O
→ 0.0	0.6	11	9
CCOc1ccccc1N1C(=O)CC(Nc2ccccc2)C1=O (stereo not given)
→ 0.0	1.4	9	9
Cc1ccc(C2C(C(=O)/C=C/c3ccccc3)=C(O)C(=O)N2CCCCCC(=O)O)cc1 (stereo not given)
→ 0.0	-1.2	6	2
O=C(c1nc2ccc(Cl)cn2c1CNCC1CCCCO1)N1CCc2ccccc2C1 (stereo not given)
→ -0.1	1.1	4	-6
CNC(=S)Nc1cc(C)ccc1OC
→ 0.2	0.0	17	-9
COc1cc(NC(=O)c2ccc(C)cc2)ccc1NC(=O)c1ccco1
→ 0.0	0.2	5	-19
COC(=O)C1=C(C)N(c2ccc(OC)c(OC)c2)C(=O)C1
→ -0.1	1.3	-10	3

Following part.
Results follow in this order: FBW7 activator	GPR151 ag	MITF primary	TEAD-YAP inh
Nc1ccc(C(=O)OCC(=O)NCc2ccccc2Cl)cc1[N+](=O)[O-]
→ -0.1	1.0	11	-1
Cc1ccc(S(=O)(=O)CCC(=O)OCC(=O)C23CC4CC(CC(C4)C2)C3)cc1
→ 0.0	-0.8	-10	-10
O=C(Nc1nccs1)C1CCCN(S(=O)(=O)c2ccc3[nH]c(=O)ccc3c2)C1 (stereo not given)
→ 0.2	-1.3	5	3
N=C1C(c2nc3ccccc3[nH]2)=C(O)CN1c1ccc([N+](=O)[O-])cc1
→ -0.3	0.3	-3	-17
COc1cc2ccccc2cc1C(=O)Nc1ccccc1Oc1ccccc1
→ 0.1	-1.3	19	3
CCNC(=O)OCC12CC3CC(CC(C3)C1)C2
→ 0.0	0.1	-17	-6
COc1ccc2oc(=O)c(-c3nnc(NC4CCCCC4)s3)cc2c1
→ 0.1	0.4	-53	-2
CC(C)CN(CC(C)C)C(=O)CN1C(=O)NC2(CCCc3ccccc32)C1=O (stereo not given)
→ 0.0	2.0	3	0
CC(=O)Nc1c(O)nc(SCC(=O)Nc2ccc(S(N)(=O)=O)cc2)[nH]c1=O
→ 0.0	0.2	3	16
Cc1ccc2oc(-c3ccc(NC(=O)c4ccc(Cl)cc4Cl)cc3)nc2c1
→ 0.6	-3.5	-2	13
CCN(CC)CCN(C(=O)CN1C(=O)CCC1=O)c1nc2ccc(Cl)cc2s1
→ 0.6	0.0	-13	-26
COC(=O)C1CCCCN1Cc1ccc2c(c1)CN(C(=O)c1ccc(C)s1)CCO2 (stereo not given)
→ 0.8	-0.2	18	-23
COc1ccc2oc(C)c(C(=O)Nc3ccccc3)c2c1
→ 0.7	-2.2	16	-4
O=C(CSCc1ccccc1F)NC1CCCCC1
→ -0.1	2.6	7	-80
CN(C)CCNCCOc1ccc2c(c1)CCC2
→ -0.1	0.6	1	2
CCOc1ccccc1NC(=O)/C=C/c1ccc(OC)cc1
→ -0.1	-1.1	0	10
Cc1cc(OC(C)C(=O)N2CCN(C)CC2)ccc1Cl (stereo not given)
→ 0.3	-0.5	-1	0
Cc1ccc(-c2c(NCCc3ccccc3)c(=O)c2=O)cc1C
→ -0.2	0.8	-9	-7
C/C(=N/NC(=O)c1ccoc1C)c1ccc(O)cc1
→ -0.1	-7.2	6	-6
COCCCN(C(=O)c1ccc(-c2ccccc2C)nc1N(C)C)C1CCN(C)CC1
→ -0.2	0.8	-3	-2
O=C(CCCCCn1c(=S)[nH]c2ccccc2c1=O)Nc1cccc(C(F)(F)F)c1
→ 0.2	-1.3	13	-1
Cc1ccc2oc(-c3ccc(C)c(NC(=O)c4ccc(Cl)cc4Cl)c3)nc2c1
→ 0.2	0.6	7	2
COC(=O)CCNC(=O)N1CC(C)Oc2ccc(C)cc21 (stereo not given)
→ 0.0	0.5	-8	-4
Cc1cccc(C)c1-n1c(=O)c2ccccc2n2c(SCCCN)nnc12
→ -0.1	1.4	39	-6
CCN1C(=O)CC(C(=O)OC)C12CCN(C(=O)C1CC(=O)c3ccccc31)CC2 (stereo not given)
→ 0.0	-1.1	1	-3
COc1ccc(-c2cc(C(F)(F)F)n3nc(C(=O)Nc4ccccc4C(F)(F)F)nc3n2)cc1
→ 0.0	1.6	-11	0
COc1ccc(Nc2cc(C)c3c(O)cccc3n2)cc1
→ -0.2	-0.5	12	38*
CC1(C)CC(=O)C2=C(C1)NC(=S)NC2c1ccccc1 (stereo not given)
→ -0.1	-2.0	1	55*
Cn1c(=O)c2[nH]c(CN3CCC(C(N)=O)CC3)nc2n(C)c1=O
→ 0.4	-1.4	12	7
CC(C)(C)C(=O)NC1CCN(CC(=O)Nc2ccc(Cl)cc2)CC1
→ -0.2	4.4	-3	-15

(next part)
Results follow in this order: FBW7 activator	GPR151 ag	MITF primary	TEAD-YAP inh
Cc1ccc(I)cc1NC(=O)c1c(C(=O)O)cccc1[N+](=O)[O-]
→ 0.0	0.8	6	12
COc1ccc(CNC(=O)N2CCC(c3nnc(C(C)C)o3)CC2)cc1OC
→ 2.5*	-0.2	-3	0
Cc1nc(N2CCCCC2)sc1C(=O)c1cccc([N+](=O)[O-])c1
→ -0.1	0.9	7	1
CCOC(=O)C1CCCN(c2c(N3CCN(c4cc(C)ccc4C)CC3)c(=O)c2=O)C1 (stereo not given)
→ 0.7	-0.4	13	-6
C=CCN(c1ccccc1)S(=O)(=O)c1ccc2[nH]cc(C(=O)N(CC)CC)c(=O)c2c1
→ 0.1	-0.1	9	5
Cc1ccc(-c2cc(C(=O)Oc3cccc(C)c3)c3cccc(C)c3n2)cc1
→ 0.3	1.9	3	4
Cc1cc(C)nc(NS(=O)(=O)c2ccc(Nc3nc(-c4cccc([N+](=O)[O-])c4)cs3)cc2)n1
→ -0.2	1.5	8	0
COCCNc1nc(-c2cccc(C(N)=O)c2)cnc1N
→ -0.1	2.9	13	0
N/C(=N\OC(=O)COc1ccc2ccccc2c1)c1cccc([N+](=O)[O-])c1
→ 0.0	0.2	-4	4
CCOc1ccccc1NC(=O)C(=O)/C=C(\O)c1cc(OC)ccc1OC
→ -0.2	-0.7	10	1
COc1ccc(-c2noc(-c3ccccc3Br)n2)cc1OC
→ 0.3	-1.1	14	-58
c1cncc(CSc2ccc(-c3ccc(-n4ccnc4)cc3)nn2)c1
→ 0.6	0.7	36	-14
CCOC(=O)C1=CN(c2ccc(C)c(C)c2)C=C(C(=O)OCC)C1c1cc(OC)c(OC)c(OC)c1
→ -0.2	-0.5	-8	-6
CSc1ccccc1NC(=O)N1CCCC(N(C)CCc2ccccn2)C1 (stereo not given)
→ -0.1	5.2*	-3	-4
CC(CCn1cccn1)N1CCOc2ccc(CN(C)CCc3ccccn3)cc2C1 (stereo not given)
→ 0.8	0.1	-16	-8
OC1CCN(Cc2ccc3c(c2)CN(Cc2ccoc2)CCO3)CC1
→ 0.2	-0.9	10	5
COC(=O)CCCNC(=O)CCc1nnc(-c2ccc(-c3ccccc3)cc2)o1
→ 0.2	-0.8	5	9
CCCCC(=O)N1c2ccccc2NC2=C(C(=O)CCC2)C1c1cccc(Br)c1 (stereo not given)
→ -0.2	1.0	-9	-2
CCCCSc1nc2c(c(=O)[nH]c(=O)n2C)n1CC(O)COc1cccc2ccccc12 (stereo not given)
→ -0.1	-0.6	-1	6
COc1ccccc1NC(=S)N1CCCCC1CO (stereo not given)
→ 0.0	1.7	-2	-7
COc1cccc(-c2nc3ccccc3c(=O)n2NC(=O)c2cccc(Cl)c2)c1
→ 0.0	-1.4	-5	0
Cc1ccccc1/C=C\c1nc(O)c([N+](=O)[O-])c(=O)[nH]1
→ -0.1	-0.7	18	3
CCOC(=O)N1CCc2c(sc(NCc3cc(OC)ccc3OC)c2C(=O)Nc2ccccc2OCC)C1
→ -0.4	-1.4	3	-5
COc1ccccc1NC(=O)C1C(C)Nc2ncnn2C1c1ccc(C(C)C)cc1 (stereo not given)
→ 0.2	-0.8	9	26
Cc1ccc(C)c(CN[C@H]2C[C@H]3C(=O)N[C@@H](COCc4ccccc4)C(=O)N3C2)c1
→ -0.2	0.8	-9	14
Cc1ccccc1-n1c(SCC(=O)NCc2cccs2)nnc1-c1ccncc1
→ -0.1	0.8	-9	-4
COc1ccc(CNC(=O)C2CCN(C(=O)c3ccc(Br)cc3)CC2)cc1
→ 0.3	6.4*	2	2
CCC[C@@H]1NC(=O)[C@H]2CN(S(=O)(=O)c3ccc(C)cc3)CCN2C1=O
→ 0.0	1.2	15	-8
CC(=O)N(C)C1(c2nnnn2-c2cccc(C)c2)CCCCC1
→ 0.4	1.3	11	11
Cn1c(=O)c(=O)n(C)c2cc(S(=O)(=O)CCC(=O)Nc3ccc(Cl)cn3)ccc21
→ -0.1	-0.9	4	-6

Full records, quoted from the list. Order of values: FBW7 activator, GPR151 ag, MITF primary, TEAD-YAP inh
Entry for c1cncc(CSc2ccc(-c3ccc(-n4ccnc4)cc3)nn2)c1 → 0.6, 0.7, 36, -14
Entry for Cc1nc(N2CCCCC2)sc1C(=O)c1cccc([N+](=O)[O-])c1 → -0.1, 0.9, 7, 1

(next part)
Results follow in this order: FBW7 activator	GPR151 ag	MITF primary	TEAD-YAP inh
COc1ccc(/C=C(/NC(=O)c2ccc(OCC(C)C)cc2)C(N)=O)cc1
→ 0.4	0.5	8	9
O=C(Nc1cccc(OC(=O)C2CC2c2ccccc2)c1)C1CC1c1ccccc1 (stereo not given)
→ 0.0	0.7	4	-3
Cn1ncc2c(NCCc3ccccc3)ncnc21
→ 0.1	-0.8	4	-34
CCCc1nnc(-c2cc3ccccc3n2CC(=O)Nc2ccc(F)cc2)o1
→ -0.1	1.1	-11	-6
COc1ccc(Nc2[nH]nc(NC(=O)COc3ccc(Cl)cc3)c2C#N)cc1
→ 0.1	1.2	16	0
COc1ccc(-c2nnc(SCC(=O)c3ccc4c(c3)OCCO4)o2)cc1
→ -0.1	0.0	-2	6
O=C1CC2(CCCC2)CC(=O)N1Cc1ccco1
→ 0.2	1.8	2	0
O=C1CC(N=Cc2ccc(-c3ccc([N+](=O)[O-])cc3)o2)C(=O)N1 (stereo not given)
→ -0.1	1.5	2	.
COc1ccc(C2=NN(C(=O)CCCC(=O)O)C(c3ccccc3F)C2)cc1 (stereo not given)
→ 0.1	2.5	8	8

Given with each value named: 4 of the compounds above.
> CCCc1nnc(-c2cc3ccccc3n2CC(=O)Nc2ccc(F)cc2)o1
  FBW7 activator: -0.1 | GPR151 ag: 1.1 | MITF primary: -11 | TEAD-YAP inh: -6
> COc1ccc(Nc2[nH]nc(NC(=O)COc3ccc(Cl)cc3)c2C#N)cc1
  FBW7 activator: 0.1 | GPR151 ag: 1.2 | MITF primary: 16 | TEAD-YAP inh: 0
> COc1ccc(-c2nnc(SCC(=O)c3ccc4c(c3)OCCO4)o2)cc1
  FBW7 activator: -0.1 | GPR151 ag: 0.0 | MITF primary: -2 | TEAD-YAP inh: 6
> O=C1CC2(CCCC2)CC(=O)N1Cc1ccco1
  FBW7 activator: 0.2 | GPR151 ag: 1.8 | MITF primary: 2 | TEAD-YAP inh: 0
